Screening results from PubChem.
ATXN viability – Viability Counterscreen for Primary qHTS for Inhibitors of ATXN expression; S2 cells (HEK-293 line with an ATXN2-luciferase reporter) viability, CellTiter-Fluor protease fluorescence, 24 h; Potency, µM (doses to about 56.7 µM), hits mostly cytotoxic; 0.49% of 400,000 active; note: potency is the fitted concentration of half-maximal effect; nearly all actives have a fitted effect of over 40% in size
EPAC2 agonist – qHTS for Agonist of cAMP-regulated guanine nucleotide exchange factor 4 (EPAC2): primary screen; Potency, µM (titrated, usually from 154 µM), for the others: top-dose activation, most hits filed as activators; EPAC2 activation, biochemical qHTS; response scale: 100% = 6.5 mM cAMP response; Rap guanine nucleotide exchange factor 4 (Homo sapiens), Q8WZA2; 0.079% of 360,000 active; note: potency is the fitted concentration of half-maximal effect; nearly all actives have a fitted effect of over 50% in size
Target sequence (Q8WZA2 whole entry, looked up): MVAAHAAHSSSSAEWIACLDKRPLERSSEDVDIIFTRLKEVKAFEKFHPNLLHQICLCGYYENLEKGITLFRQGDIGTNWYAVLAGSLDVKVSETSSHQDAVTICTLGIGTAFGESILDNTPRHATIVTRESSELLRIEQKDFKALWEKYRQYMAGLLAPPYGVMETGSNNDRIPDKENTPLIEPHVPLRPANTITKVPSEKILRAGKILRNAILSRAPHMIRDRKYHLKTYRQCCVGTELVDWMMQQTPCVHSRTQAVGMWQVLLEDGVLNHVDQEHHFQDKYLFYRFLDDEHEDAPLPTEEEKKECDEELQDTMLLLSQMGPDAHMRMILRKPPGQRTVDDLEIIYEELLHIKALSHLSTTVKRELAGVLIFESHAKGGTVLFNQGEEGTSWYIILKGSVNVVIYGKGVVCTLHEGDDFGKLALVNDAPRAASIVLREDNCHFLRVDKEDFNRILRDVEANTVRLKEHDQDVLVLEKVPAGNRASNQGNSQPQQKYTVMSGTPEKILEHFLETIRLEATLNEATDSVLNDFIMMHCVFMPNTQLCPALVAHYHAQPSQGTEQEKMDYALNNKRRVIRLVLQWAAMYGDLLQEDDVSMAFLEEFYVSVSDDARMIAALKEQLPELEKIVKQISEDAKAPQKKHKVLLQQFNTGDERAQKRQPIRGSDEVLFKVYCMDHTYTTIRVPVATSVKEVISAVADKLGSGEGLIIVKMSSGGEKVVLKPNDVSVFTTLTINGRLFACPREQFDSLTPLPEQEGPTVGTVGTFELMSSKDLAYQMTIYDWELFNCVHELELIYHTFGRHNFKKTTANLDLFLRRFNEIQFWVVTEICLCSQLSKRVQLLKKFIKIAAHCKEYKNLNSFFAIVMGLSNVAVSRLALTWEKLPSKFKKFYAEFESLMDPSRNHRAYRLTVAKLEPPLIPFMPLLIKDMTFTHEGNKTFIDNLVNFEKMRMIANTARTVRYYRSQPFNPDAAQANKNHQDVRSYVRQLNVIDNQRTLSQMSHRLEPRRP
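Exchange assay: 100 nM EPAC2 with 250 nM Rap1B-BODIPY-GDP and 50 uM GDP. Fluorescence (ex 480/em 540 nm) read every 5 min for 30 min at room temperature. Data normalized to 6.5 mM cAMP as agonist control.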
HepG2 tox – qHTS for Inhibitors of TGF-b: Cytotox Counterscreen; AID 588856, 2011; 0.76% of 410,000 active; HepG2 CAGA-GFP viability, ATP luminescence, 18 h; Potency, µM (titrated, usually from 46.1 µM), for the others: at the top dose activity change, negative = cytotoxicity, hits mostly cytotoxic; note: potency is the fitted concentration of half-maximal effect; some results filed as inactive show a strong effect at the top dose
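CellTiter-Glo luminescence gave cytotoxicity after 18 hours at 37 degrees C. The cells were HepG2 CAGA-GFP in 1% FBS DMEM, stimulated with 500 pg/mL TGF-beta after compound addition. %Activity was normalised to no-cell wells (complete cell-killing) and DMSO (no toxicity), and curves were fitted and classified.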
TGFb SMAD3 inh – qHTS for Inhibitors of TGF-b; Potency, µM (titrated, usually from 46.1 µM), without a hit: at the top dose activity, negative = inhibition, most hits filed as inhibitors; 1.2% of 410,000 active; AID 588855, 2011; HepG2 CAGA-GFP TGF-b/SMAD3 reporter, GFP fluorescence, 18 h; TGF-beta stimulated, 500 pg/mL final; note: potency is the fitted concentration of half-maximal effect; % is set by controls: 0 for no effect and ±100 for the full control effect; nearly all actives have a fitted effect of over 65% in size
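GFP signal (ex488/em500-530) from TGF-beta-stimulated HEPG2 CAGA-GFP cells, 500 pg/mL final, 18 h at 37 degrees C in DMEM plus 1% FBS, normalized to unstimulated and DMSO-stimulated controls.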
A549 tox – Nrf2 qHTS screen for inhibitors: counterscreen for cytotoxicity | A549 ARE-Fluc cells, CellTiter-Fluor viability, 18-24 h | Potency, µM (highest dose often 46 µM), for the others: at the highest dose activity change, negative = cytotoxicity, hits mostly inhibitors | 0.16% of 390,000 active | AID 504648, 2011; note: potency is the fitted concentration of half-maximal effect; % is set by controls: 0 for no effect and ±100 for the full control effect
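A549 ARE_Fluc cells in 5% FBS OPTI-MEM were exposed to compounds in concentration-response for 18-24 h at 37 deg C. Viability was read by CellTiter-Fluor fluorescence (Ex 405/Em 525) after 30 min, before the luciferase read.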
IL-2 act – qHTS of IL-2 Activators | 0.065% of 360,000 active | IL-2 activation reporter assay, cell-based qHTS; stimulated with anti-CD3/CD4/CD28 beads; in transgenic mouse T cells | activation, % (series mostly up to about 46 µM); in the data active = activation above about 50%; inconclusive = mostly about 30% to 49%; note: 0% is about no effect
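First, unstimulated transgenic mouse T cells were exposed to compound for 60 min. Next, anti-CD3/anti-CD4-coated beads with anti-CD28 were added. Finally, after 18 h at 37 degrees C, EGFP and DsRed were imaged.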
ATXN2 expr inh – Primary qHTS for Inhibitors of ATXN expression; Potency, µM (titrated, usually from 57 µM), for the others: at the highest dose activity change, negative = inhibition, usual class: inhibitors; AID 1745845, 2022; 0.72% of 360,000 active; HEK-293 ATXN2-luciferase reporter, luminescence, 24 h; note: potency is the fitted concentration of half-maximal effect; % is set by controls: 0 for no effect and ±100 for the full control effect; nearly all actives have a fitted effect of over 55% in size
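qHTS (up to 57 uM final) was run with 24 h compound exposure of reporter cells at 37 °C. Each well was multiplexed: SteadyGlo luminescence measured ATXN2-luciferase expression after a fluorogenic Gly-Phe-AFC viability readout (25 uM final).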
Nrf2 ARE act – qHTS of Nrf2 Activators; AREc32 ARE-luciferase reporter (MCF7-derived line), luminescence, 24 h; Potency, µM (highest dose often 46.1 µM), for the others: top-dose activation, most hits filed as activators; 0.31% of 410,000 active; note: potency is the fitted concentration of half-maximal effect; % of control where 0% means no effect; nearly all actives have a fitted effect of over 65% in size
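Reporter line AREc32 (ARE-Fluc), seeded overnight in OPTI-MEM with 5% FBS; compound pin-transferred, 24 hr at 37 deg C, 5% CO2; luminescent read-out.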
Nrf2 block – Nrf2 qHTS screen for inhibitors; 2.1% of 360,000 active; AID 504444, 2011; Potency, µM (series often up to 46 µM), inactives show at the highest dose activity change, negative = inhibition, actives largely listed as inhibitors; A549 ARE-Fluc reporter, luciferase luminescence, 18-24 h; note: potency is the fitted concentration of half-maximal effect; % is set by controls: 0 for no effect and ±100 for the full control effect; nearly all actives have a fitted effect of over 60% in size
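Reporter: ARE-Fluc in A549. Exposure: 18-24 h, 37 °C, 5% CO2, 5% FBS OPTI-MEM. Readouts: fluorescent cytotoxicity (CellTiter-Fluor), then luminescent Nrf2 signal after BugLite.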
Active calls of the source: *; [ ] = another dose, or the depositor's remark. Unless noted, calls come from the whole dose curve; as a rule, active = well fitted curve in the direction sought with a large enough effect; inconclusive = small, poorly fitted or top-dose-only effect, or another doubt; inactive = no such curve, though single readings can be large; an effect the other way counts as inactive or inconclusive.

`Cc1cc2nnn(-c3nnc(-c4ccccc4)c4ccccc34)c2cc1C` gave ATXN viability inactive, EPAC2 agonist 8%, HepG2 tox -22%, TGFb SMAD3 inh -10%, A549 tox 2%, IL-2 act -0.4, ATXN2 expr inh 2%, Nrf2 ARE act -0.8% and Nrf2 block 27%.
For CCc1nn(C(CC)C(=O)NCc2cccs2)c(=O)c2cc3occc3n12 (configuration not stated) the results were ATXN viability inactive, EPAC2 agonist 8%, HepG2 tox 1%, TGFb SMAD3 inh 1%, A549 tox -3%, IL-2 act -3.7, ATXN2 expr inh 3%, Nrf2 ARE act -0.4% and Nrf2 block 13%.
For Cc1nc2cc(NC(=O)COc3ccccc3C#N)ccc2n1-c1ccccc1 the results were ATXN viability inactive, EPAC2 agonist 10%, HepG2 tox -11%, TGFb SMAD3 inh 15%, A549 tox 11%, IL-2 act 0.1, ATXN2 expr inh 4%, Nrf2 ARE act 0.4% and Nrf2 block -13%.
For CCOC(=O)C1CCN(C(=O)/C(C)=C\c2ccccc2)CC1 the results were ATXN viability inactive, EPAC2 agonist -1%, HepG2 tox -1%, TGFb SMAD3 inh 3%, A549 tox 18%, IL-2 act -2.3, Nrf2 ARE act 0.9% and Nrf2 block inconclusive.
`CC1(C)NC(=O)N(CCCCOc2cccc(C(F)(F)F)c2)C1=O` gave ATXN viability inactive, EPAC2 agonist 11%, HepG2 tox -18%, TGFb SMAD3 inh 21%, A549 tox -1%, IL-2 act -3.5, ATXN2 expr inh -9%, Nrf2 ARE act -0.9% and Nrf2 block -8%.
`CCCCCCCCCOC1OC(CO)C(O)C(O)C1NC(C)=O` (configuration not stated) gave ATXN viability inactive, EPAC2 agonist 4%, HepG2 tox -3%, TGFb SMAD3 inh 7%, A549 tox -17%, IL-2 act -2.0, ATXN2 expr inh 6%, Nrf2 ARE act -1.0% and Nrf2 block 1%.
Screening CCN(Cc1nc2ccccc2c(=O)[nH]1)C(=O)c1cccc(OCc2c(C)noc2C)c1 returned ATXN viability inactive, EPAC2 agonist 2%, HepG2 tox -7%, TGFb SMAD3 inh inconclusive, A549 tox -11%, IL-2 act -5.3, ATXN2 expr inh -6%, Nrf2 ARE act 4.2% and Nrf2 block inconclusive.
CC(C)CCCCCCNC(=S)Nc1ccc(S(=O)(=O)N2CCOCC2)cc1 was read as ATXN viability inconclusive, EPAC2 agonist -11%, HepG2 tox -65%, TGFb SMAD3 inh 20µM*, A549 tox inconclusive, IL-2 act -4.2, ATXN2 expr inh inconclusive, Nrf2 ARE act 6.0% and Nrf2 block inconclusive.
For Cc1cc(S(=O)(=O)Nc2c(C(=O)O)[nH]c3ccccc23)ccc1F the results were ATXN viability inactive, EPAC2 agonist -4%, HepG2 tox -2%, TGFb SMAD3 inh -11%, A549 tox -8%, IL-2 act -0.4, ATXN2 expr inh 2%, Nrf2 ARE act -0.2% and Nrf2 block -9%.
Screening O=C(Nc1cccc(Cl)c1)C1COc2ccccc2O1 (configuration not stated) returned ATXN viability inactive, EPAC2 agonist 4%, HepG2 tox -12%, TGFb SMAD3 inh -7%, A549 tox -7%, IL-2 act 0.3, ATXN2 expr inh 16%, Nrf2 ARE act 5.7% and Nrf2 block 6%.

Quoted from above, 2 compounds:
For Cc1nc2cc(NC(=O)COc3ccccc3C#N)ccc2n1-c1ccccc1 the results were ATXN viability inactive, EPAC2 agonist 10%, HepG2 tox -11%, TGFb SMAD3 inh 15%, A549 tox 11%, IL-2 act 0.1, ATXN2 expr inh 4%, Nrf2 ARE act 0.4% and Nrf2 block -13%.
For CCOC(=O)C1CCN(C(=O)/C(C)=C\c2ccccc2)CC1 the results were ATXN viability inactive, EPAC2 agonist -1%, HepG2 tox -1%, TGFb SMAD3 inh 3%, A549 tox 18%, IL-2 act -2.3, Nrf2 ARE act 0.9% and Nrf2 block inconclusive.

Following part:
O=C(NCc1ccc(F)cc1)c1cnc2sccn2c1=O was read as ATXN viability inactive, EPAC2 agonist 7%, HepG2 tox 2%, TGFb SMAD3 inh -40%, A549 tox 2%, IL-2 act -0.6, ATXN2 expr inh -5%, Nrf2 ARE act -0.8% and Nrf2 block 3%.
For O=C(N/N=C/c1cccnc1)c1cc(Br)ccc1O the results were ATXN viability inactive, EPAC2 agonist -7%, HepG2 tox -43%, TGFb SMAD3 inh -24%, A549 tox -4%, IL-2 act -4.3, ATXN2 expr inh 33%[activator], Nrf2 ARE act 3.8% and Nrf2 block inconclusive.
For C[C@H]1CN([C@@H](C)CO)C(=O)CCCn2cc(nn2)CO[C@@H]1CN(C)C(=O)Nc1ccccc1 the results were ATXN viability inactive, EPAC2 agonist -6%, HepG2 tox -2%, TGFb SMAD3 inh 3%, IL-2 act 0.7, ATXN2 expr inh 0% and Nrf2 ARE act -1.8%.
`O=C(c1cccc(S(=O)(=O)N2CCc3ccccc32)c1)N1CCOCC1` gave ATXN viability inactive, EPAC2 agonist -1%, HepG2 tox -9%, TGFb SMAD3 inh 3%, A549 tox -13%, IL-2 act 0.0, ATXN2 expr inh 2%, Nrf2 ARE act 0.1% and Nrf2 block -31%.
`O=C(CP(=O)(c1ccccc1)c1ccccc1)Nc1nc2ccccc2s1` gave ATXN viability inactive, EPAC2 agonist 18%, HepG2 tox -3%, TGFb SMAD3 inh -2%, A549 tox 1%, IL-2 act 0.7, ATXN2 expr inh -12%, Nrf2 ARE act 0.2% and Nrf2 block 1%.
`CC1CCC2C(C1)Nc1c(C(=O)O)cccc1C2(C)C` (configuration not stated) gave ATXN viability inactive, EPAC2 agonist -6%, HepG2 tox -36%, TGFb SMAD3 inh -20%, A549 tox 2%, IL-2 act 0.9, ATXN2 expr inh -22%, Nrf2 ARE act 8.6% and Nrf2 block -2%.
O=C(Cc1ccc(-n2c(=O)c3ccccc3n(Cc3ccccc3F)c2=O)cc1)NCC1CCCO1 (configuration not stated) was read as ATXN viability inactive, EPAC2 agonist 5%, HepG2 tox -8%, TGFb SMAD3 inh -32%, A549 tox 12%, IL-2 act -3.5, ATXN2 expr inh -5%, Nrf2 ARE act 2.8% and Nrf2 block -11%.
`Cc1cc(C2C(=O)C(C(=O)c3ccc(Cl)cc3)C(=O)CC2(C)C)on1` (configuration not stated) gave ATXN viability inactive, EPAC2 agonist 2%, HepG2 tox 8%, TGFb SMAD3 inh 12%, A549 tox -1%, IL-2 act -0.1, ATXN2 expr inh -1% and Nrf2 ARE act -0.5%.
Screening O=S(=O)(NCCc1cccs1)c1ccc(Br)cc1 returned EPAC2 agonist 11%, HepG2 tox -1%, TGFb SMAD3 inh 3%, A549 tox 7%, IL-2 act 0.0, ATXN2 expr inh -12%, Nrf2 ARE act 0.0% and Nrf2 block -14%.
CC(=O)Nc1ccc(S(=O)(=O)Oc2cccc(N3C(=O)C4CC=CCC4C3=O)c2)cc1 (configuration not stated) was read as EPAC2 agonist 3%, HepG2 tox -16%, TGFb SMAD3 inh -15%, A549 tox -8%, IL-2 act 0.8, Nrf2 ARE act 0.1% and Nrf2 block inconclusive.
COCCCn1c(C(=O)NC2CCCCC2)cc2c(=O)n3cccc(C)c3nc21 was read as EPAC2 agonist -3%, HepG2 tox 4%, TGFb SMAD3 inh 20%, IL-2 act -4.2 and Nrf2 ARE act -0.2%.
Screening COc1ccc(CN(C)CC(=O)Nc2ccc(Cl)cc2C(F)(F)F)c(OC)c1 returned ATXN viability inactive, EPAC2 agonist 11%, HepG2 tox -15%, TGFb SMAD3 inh -11%, A549 tox 5%, IL-2 act -3.9, ATXN2 expr inh 0%, Nrf2 ARE act -0.2% and Nrf2 block -16%.
Screening Cn1c(=O)oc2cc(S(=O)(=O)N3CCN(c4ccccn4)CC3)ccc21 returned ATXN viability inactive, EPAC2 agonist 4%, HepG2 tox -5%, TGFb SMAD3 inh -6%, A549 tox 6%, IL-2 act -2.5, ATXN2 expr inh -5%, Nrf2 ARE act -1.7% and Nrf2 block 10%.
Screening O=C(Nc1ccccc1)c1nc[nH]c1C(=O)NCCCCCCNC(=O)c1[nH]cnc1C(=O)Nc1ccccc1 returned ATXN viability inactive, EPAC2 agonist 3%, HepG2 tox -17%, TGFb SMAD3 inh -5%, A549 tox inconclusive, IL-2 act -2.2, ATXN2 expr inh 9%, Nrf2 ARE act -0.2% and Nrf2 block inconclusive.
For CCOC(=O)c1cccc(NC(=O)CSc2nnc(COc3ccccc3C)o2)c1 the results were ATXN viability inactive, EPAC2 agonist 3%, HepG2 tox -32%, TGFb SMAD3 inh -2%, A549 tox 3%, IL-2 act -3.4, ATXN2 expr inh -3%, Nrf2 ARE act -1.1% and Nrf2 block -23%.
Cc1cc(C)c(S(=O)(=O)N(C)CC(=O)NC2CCCC2)c(C)c1 was read as ATXN viability inactive, EPAC2 agonist 11%, HepG2 tox 2%, TGFb SMAD3 inh 18%, A549 tox 1%, IL-2 act -2.5, ATXN2 expr inh 1%, Nrf2 ARE act -0.3% and Nrf2 block -4%.
Cc1ccc(-c2nnc(Cc3ccc([N+](=O)[O-])cc3)o2)cc1 was read as ATXN viability inactive, EPAC2 agonist 11%, HepG2 tox 7%, TGFb SMAD3 inh -13%, A549 tox inconclusive, IL-2 act 1.7, Nrf2 ARE act 5.0% and Nrf2 block 8%.
